USP1-UAF1 inh – inhibitors of human USP1/UAF1 deubiquitinase; recombinant USP1/UAF1, Ub-Rhodamine cleavage fluorescence; Potency, µM (doses to about 57.1 µM), for inactives: at the highest dose activity change, negative = inhibition, hits mostly inhibitors; actives 0.23% (n = 390,000); also: nearly all actives have a fitted effect of over 60% in size; inactives centre near -12
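In this screen, compounds sit with the deubiquitinase complex (1nM) for 15 min at room temperature before Ub-Rho is added at 150nM final. Fluorescence rise is then followed for 6 reads every 60 seconds.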
IDH1 R132H inh – inhibitors of human mutant IDH1 R132H; Potency, µM (top dose mostly 76.6 µM), inactives show at the top dose activity change, negative = inhibition, usual class: inhibitors; actives 0.093% (n = 390,000); AID 602179; IDH1-R132H enzyme, NADPH consumption, diaphorase/resazurin fluorescence; O75874; also: nearly all actives have a fitted effect of over 65% in size
Target sequence (O75874 whole entry R132H, stated change not applied): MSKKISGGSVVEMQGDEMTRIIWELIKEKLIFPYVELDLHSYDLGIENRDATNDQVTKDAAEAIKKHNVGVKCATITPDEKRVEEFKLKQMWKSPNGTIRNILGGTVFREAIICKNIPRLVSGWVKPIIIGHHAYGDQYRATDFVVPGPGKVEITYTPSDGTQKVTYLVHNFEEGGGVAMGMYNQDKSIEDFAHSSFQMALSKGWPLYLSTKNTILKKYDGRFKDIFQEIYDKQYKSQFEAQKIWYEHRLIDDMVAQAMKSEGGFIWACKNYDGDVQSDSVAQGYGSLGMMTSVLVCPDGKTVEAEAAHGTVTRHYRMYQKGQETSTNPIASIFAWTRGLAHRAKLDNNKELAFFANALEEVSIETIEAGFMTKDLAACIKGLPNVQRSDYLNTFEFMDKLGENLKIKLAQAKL
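IDH1-R132H (0.5 ug/mL dispensed) in pH 7.5 Tris buffer was preincubated 30 min with compound, then given a substrate mix of 0.016 mM NADPH and 2 mM alpha-KG for 80 min at room temperature; remaining NADPH was read by diaphorase/resazurin fluorescence.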
* = called active by the depositor; ? = inconclusive. Calls follow the shape of the dose curve; as a rule, active = well fitted inhibition curve with a large enough effect; inconclusive = small, poorly fitted or top-dose-only effect; inactive = no such curve, though single readings can be large or run the other way. % is scaled to controls: 0 for no effect and ±100 for the full control effect; potency is read from the fitted curve at half-maximal effect. An excerpt; the hit share may differ from the screen's.

Preview (four entries):
SMILES | USP1-UAF1 inh | IDH1 R132H inh
CCCCCC(=O)N1C[C@H](n2cc(COC(=O)c3ccccc3)nn2)[C@@H](O)C[C@@H]1c1ccc(C)cc1 | -10.7% | 4.3%
COc1ccc(/C=C(/NC(=O)c2ccc(Br)o2)C(=O)Nc2cccc(C(=O)O)c2)cc1 | -22.6% | 0.0%
Cc1cc(C)c(NC(=S)NC(=O)c2ccccc2)cc1C | 0.3% | 0.9%
C[C@H]1CN([C@@H](C)CO)S(=O)(=O)c2ccc(Br)cc2O[C@H]1CN(C)C(=O)NC1CCCCC1 | -19.7% | 1.0%

All compounds of this part, from the start:
SMILES | USP1-UAF1 inh | IDH1 R132H inh
CCCCCC(=O)N1C[C@H](n2cc(COC(=O)c3ccccc3)nn2)[C@@H](O)C[C@@H]1c1ccc(C)cc1 | -10.7% | 4.3%
COc1ccc(/C=C(/NC(=O)c2ccc(Br)o2)C(=O)Nc2cccc(C(=O)O)c2)cc1 | -22.6% | 0.0%
Cc1cc(C)c(NC(=S)NC(=O)c2ccccc2)cc1C | 0.3% | 0.9%
C[C@H]1CN([C@@H](C)CO)S(=O)(=O)c2ccc(Br)cc2O[C@H]1CN(C)C(=O)NC1CCCCC1 | -19.7% | 1.0%
CC1=CC(C)C(=O)N(C)C(C)=C1 (stereo not given) | -21.5% | -3.3%
COc1ccc(OC)c(C2=CC(=O)C[C@H](c3ccc(F)cc3)C2)c1 | -6.7% | 15.8%
CC1(C)CC(=O)C=C(c2ccccc2-c2ccc(S(C)(=O)=O)cc2)C1=O | -27.5% | -3.9%
O=C(c1ccoc1)N1CCN(c2cc(-c3cccnc3)nc3cc(-c4cccc(Cl)c4)nn23)CC1 | 5.3% | -10.7%
O=P(c1ccccc1)(c1ccccc1)c1ccccc1C(Br)Br | 0.5% | -6.6%
CCOC(=O)CC(=O)Nc1cc2ccc(OC)c(OC)c2cc1C(=O)OCC | -22.7% | -4.9%
C[C@H](CO)N1C[C@H](C)[C@@H](CN(C)S(=O)(=O)c2ccc(-c3ccccc3)cc2)OCc2cn(nn2)CCCC1=O | -14.6% | 3.4%
CC(C)NC(=O)N(C)C[C@@H]1OCc2cnnn2CCCC(=O)N([C@H](C)CO)C[C@H]1C | 0.5% | -2.1%
CN(Cc1cccc(F)c1)C(=O)C1CC(=O)N(Cc2ccco2)C1 (stereo not given) | -21.7% | 6.3%
Cc1ncc(CO)n1Cc1ccc(Cl)cc1 | -1.9% | 3.1%
N#Cc1ccccc1OCC(=O)N1CC(=O)Nc2ccccc21 | -11.3% | -5.9%
O=C(NC1CCCc2c1cnn2-c1ccccc1F)c1ccncc1 (stereo not given) | 1.6% | -1.3%
Cc1ccccc1-c1n[nH]nc1C1=CC(=O)CC(C)(C)C1 | -17.2% | 4.0%
COc1ccc([C@@H]2C[C@H]3[C@@H](CN2S(=O)(=O)c2ccccc2)C(=O)C[C@@H](c2ccccc2)N3S(=O)(=O)c2ccc(C)cc2)cc1 | -20.5% | 1.5%
COc1cc(C#N)ccc1OCC(=O)Nc1cccc(S(=O)(=O)N(C)c2ccccc2)c1 | -27.3% | 9.3%
O=C(O)c1ccsc1Cc1cccs1 | 3.6% | 3.2%
COc1ccc(C(=O)NCC(=O)NCc2ccc3c(c2)OCO3)cc1[N+](=O)[O-] | -23.2% | -3.4%
COC(=O)[C@H]1C[C@H](OC(=O)NCc2ccc(OC)c(OC)c2)[C@@]2(O)CN(S(=O)(=O)c3ccc(C)cc3)CC2[C@H]1C(=O)OC (stereo not given in full) | -19.0% | 11.0%
C[C@@H]1CN([C@@H](C)CO)C(=O)c2cc(C#CC3CCCCC3)cnc2O[C@@H]1CN(C)S(=O)(=O)c1ccc(F)cc1 | -20.3% | 0.8%
CCCCCC(=O)N1C[C@@H](n2cc(-c3ccc(F)cc3)nn2)[C@H](O)C[C@@H]1c1ccc(OC)cc1 | -9.2% | 10.8%
CSc1ccc(NC(=O)NN(c2ccccc2)C2CCS(=O)(=O)C2)cc1 (stereo not given) | -17.0% | -1.6%
COc1ccccc1CN(C)C[C@H]1OCc2cnnn2CCCC(=O)N([C@@H](C)CO)C[C@@H]1C | -9.2% | 2.9%
O=C(Cn1cc(F)c(=O)[nH]c1=O)c1ccco1 | -16.6% | 9.3%
Cc1cn([C@H]2C[C@H](O)[C@@H](CNS(=O)(=O)c3ccc(NS(=O)(=O)N(C)C)cc3)O2)c(=O)[nH]c1=O | -18.5% | 5.2%
CC(NC(=O)COC(=O)c1ccc2c(=O)n3c(nc2c1)CCCCC3)c1ccc(F)cc1 (stereo not given) | ? | 4.8%
C[C@H]1CN([C@@H](C)CO)C(=O)c2cc(Br)cnc2O[C@@H]1CN(C)C(=O)NC1CCCCC1 | -24.3% | 20.5%
C[C@H]1CN([C@@H](C)CO)C(=O)CCCn2nncc2CO[C@H]1CN(C)S(=O)(=O)c1cccs1 | -22.3% | 6.3%
O=C(c1ccoc1)N1CCN(c2cc(-c3ccco3)nc3cc(-c4ccccc4)nn23)CC1 | ? | -3.3%
CC1=C(C(=O)N2CCOCC2)CC(CC(=O)NC2CCCC2)C(=O)N1Cc1ccc(C(C)(C)C)cc1 (stereo not given) | -1.2% | -1.5%
CCCC(=O)Nc1ccc2c(c1)nc(CCN1CCC(C)CC1)n2C | -11.8% | 9.5%
O=C(Cc1ccc(F)cc1)Nc1cc(S(=O)(=O)N2CCOCC2)ccc1N1CCCCC1 | -20.1% | 0.3%
C[C@@H]1CN([C@H](C)CO)C(=O)CCCn2nncc2CO[C@H]1CN(C)C(=O)c1ccccc1 | -30.0% | 11.5%
COc1ccc([C@H]2C[C@@H](O)[C@H](n3cc(C4CC4)nn3)CN2C(=O)c2cccs2)cc1 | -13.7% | 0.5%
CCN(CC)CCN(C(=O)c1ccc2c(c1)CCCC2)c1nc2c(OC)cccc2s1 | ? | 4.4%
O=C1[C@H]2[C@@H](c3ccccc3)N[C@]3(CCCN(Cc4ccccc4)C3=O)[C@H]2C(=O)N1Cc1ccccc1 | 3.3% | 5.6%
C[C@H](CO)N1C[C@H](C)[C@@H](CN(C)S(=O)(=O)c2ccc(Oc3ccccc3)nc2)OCc2cnnn2CCCC1=O | -10.2% | -7.4%
Cc1cccc(CN(C)C[C@H]2OCc3cnnn3CCCC(=O)N([C@@H](C)CO)C[C@@H]2C)c1 | -4.5% | 8.9%
CC1=C(O)C(=O)C(c2c(C)cc(C)c(Br)c2C)=C(O)C1=O | -21.9% | 3.4%
CC(=NNC(=S)N1CCCCC1)c1ccccn1 | 1.1% | 7.3%
CC(C)(C)c1nnc(NC(=O)CCC2CCCCC2)s1 | -9.2% | -1.6%
CCN(CC(=O)Nc1ccc(OC)cc1)C(=O)c1cccc(S(=O)(=O)N2CCN(c3ccccc3)CC2)c1 | -0.2% | -1.2%
Cc1cc(NCC(=O)Nc2ccc(C)c(S(=O)(=O)N3CCOCC3)c2)ccc1Br | ? | 3.5%
C=CCCC(=O)N1C[C@H]2CON(C)[C@H]2C[C@H]1c1cccc(N2CCOCC2)c1 | -21.4% | 6.9%
CN(C)S(=O)(=O)n1cc(/C=C(\NC(=O)c2ccccc2F)C(=O)NCCN2CCOCC2)c2ccccc21 | -17.0% | 0.9%
O=c1c(OCc2ccccc2)cccn1Cc1ccccc1 | -16.6% | -4.6%
CC(=O)N1CCc2nc3ccccc3cc21 | -8.0% | -9.9%

(next part)
SMILES | USP1-UAF1 inh | IDH1 R132H inh
CCN(CC)Cc1c(C)[nH]c2ccc(NC(C)=O)cc2c1=O | -11.9% | -2.8%
C[C@@H]1Cn2cnc(C(=O)N[C@@H](C)c3ccccc3)c2C(=O)N1 | -9.1% | 7.5%
CCN(CC)C(=O)C1=C(C)N(Cc2ccc(OC)cc2)C(=O)C(CC(=O)NCCCN(C)C)C1 (stereo not given) | -27.4% | 11.7%
C[C@H](CO)N1C[C@H](C)[C@@H](CN(C)Cc2ccc(C(=O)O)cc2)Oc2ncc(Br)cc2C1=O | -21.3% | -4.0%
COc1ncnc2c1ncn2CCCNCc1ccccc1 | -20.0% | 0.0%
COc1cccc(S(=O)(=O)Nc2ccc3c(c2)[C@H]2C[C@H](CC(=O)N[C@@H](C)c4ccccc4)O[C@H](CO)[C@H]2O3)c1 | -24.1% | 2.0%
O=C(Cc1csc(-c2cccc(F)c2)n1)Nc1cccc(S(=O)(=O)NC2=NCCC2)c1 | -23.0% | 12.2%
COc1ccc(Cl)cc1C(=O)OCC(=O)c1c(N)n(C)c(=O)n(C)c1=O | -18.5% | 3.4%
CCOC(=O)CN(c1sc(C)c(C)c1C(=O)OCC)S(=O)(=O)c1ccc(C)cc1 | -13.3% | 6.6%
O=C(CCCCCN1C(=O)c2cccc([N+](=O)[O-])c2C1=O)NCCc1ccccc1 | 8.2% | -2.9%
COCc1ccc(C(=O)N2CCCC(N3CCN(c4cccc(Cl)c4)CC3)C2)s1 (stereo not given) | -16.5% | 8.9%
CCN(CC)C(=O)C1=C(C)N(Cc2ccccc2)C(=O)C(CC(=O)NC2CC2)C1 (stereo not given) | -9.3% | -5.4%
C[C@@H]1CN([C@H](C)CO)S(=O)(=O)c2ccc(Br)cc2O[C@@H]1CN(C)C(=O)CN1CCOCC1 | ? | -4.9%
Cn1c(=O)c(=O)n(C)c2cc(S(=O)(=O)CCC(=O)Nc3ccccc3C(F)(F)F)ccc21 | -25.1% | 10.7%
COc1ccc(-n2ncc(C(C)NS(=O)(=O)c3cc(C)sc3C)c2C)cc1 (stereo not given) | -18.5% | -5.9%
COc1cc(NC(=O)CNC(=O)Cn2cnc3sc(C)c(C)c3c2=O)cc(OC)c1OC | -21.1% | 1.3%
CC(C)(C)OC(=O)N1CCc2onc(-c3ccc([N+](=O)[O-])cc3)c2C1=O | -8.1% | 9.8%
COc1ccc(C(C#N)=Cc2ccccc2OC)cc1 | -25.0% | 9.7%
COc1ccc(-n2nnnc2CNC(=O)c2c(-c3ccccc3Cl)noc2C)cc1 | -10.8% | 1.1%
O=C(Cc1ccccc1)CC(CC(=O)c1ccccc1)c1ccccc1 (stereo not given) | -7.6% | 5.8%

A section from the list above, for reference:
SMILES | USP1-UAF1 inh | IDH1 R132H inh
COc1ccc(-n2nnnc2CNC(=O)c2c(-c3ccccc3Cl)noc2C)cc1 | -10.8% | 1.1%
O=C(Cc1ccccc1)CC(CC(=O)c1ccccc1)c1ccccc1 (stereo not given) | -7.6% | 5.8%

Next compounds follow.
SMILES | USP1-UAF1 inh | IDH1 R132H inh
CCOC(=O)c1[nH]c(=S)n(-c2ccccc2)c1C(=O)OCC | -1.6% | 13.2%
CCOC(=O)c1ccc(NC(=O)NC2=NCCS2)cc1 | 1.0% | -1.2%
O=C(C[C@H]1C(=O)N(CCc2ccccc2)C[C@@H]1c1ccccc1)Nc1ccccc1 | -19.8% | 1.9%
CCN(CC)C(=O)C1=C(C)N(Cc2ccc(C(C)(C)C)cc2)C(=O)C(CC(=O)NCCCCc2ccccc2)C1 (stereo not given) | -25.8% | 6.0%
O=C(O)c1cscc1-c1cccc2ccccc12 | -11.6% | -5.2%
CC(C)NC(=O)N(C)C[C@@H]1OCc2ccccc2-c2c(n(C)c3ccccc23)C(=O)N([C@@H](C)CO)C[C@@H]1C | -3.7% | 1.6%
C[C@@H]1CN([C@@H](C)CO)S(=O)(=O)c2ccc(Br)cc2O[C@H]1CN(C)C(=O)C1CCCCC1 | -26.5% | -2.4%
COCCCN1C(=O)C(CC(=O)NC2CCCCC2)CC(C(=O)N2CCOCC2)=C1C (stereo not given) | -28.6% | -4.6%
CCOC(=O)CCCCCC(=O)Nc1ccc2c(c1)C(=O)N([C@@H](C)CO)C[C@@H](C)[C@H](CN(C)S(=O)(=O)c1cccs1)OCCCC[C@H](C)O2 | -17.9% | -0.9%
S=C(CSc1ccccc1)Nc1cccc2ccccc12 | -4.3% | 9.0%
COc1cccc(C#Cc2cnc3c(c2)C(=O)N([C@@H](C)CO)C[C@H](C)[C@H](CN(C)C(=O)C2CCC2)O3)c1 | -10.5% | -4.4%
CSC[C@H]1CN(c2ccc(Br)cc2)C(=O)[C@@H]1CC(=O)Nc1ccc(Br)cc1 | -20.7% | -5.2%
CC1C(=O)N(Cc2cn(CCC3OCCCO3)nn2)CCS(=O)(=O)N1Cc1ccc(-c2ccc(Cl)cc2)cc1 (stereo not given) | -10.0% | -12.1%
C[C@H](CO)N1C[C@H](C)[C@H](CN(C)Cc2ccncc2)OCc2ccccc2-c2c(n(C)c3ccccc23)C1=O | ? | 7.1%
COc1ccccc1-c1nnc(NC(=O)C2CCCN2S(=O)(=O)c2cccs2)o1 (stereo not given) | -5.8% | -1.7%
CN(CC(=O)Nc1ccc(F)c(F)c1F)C(=O)C1(c2ccccc2)CC1 | -14.5% | 10.2%
COc1cc(OC)c(NC(=O)CC2SC(N)=NC2=O)cc1Cl (stereo not given) | -19.5% | 10.4%
CC1=C(C(=O)N2CCOCC2)CC(CC(=O)NCc2ccco2)C(=O)N1CCC1=CCCCC1 (stereo not given) | -17.8% | 20.0%
C[C@@H]1CN([C@@H](C)CO)C(=O)CCCn2nncc2CO[C@H]1CN(C)C(=O)Nc1ccnc(N2CCOCC2)c1 | -4.0% | -12.9%
CC(C)c1cc(C(F)(F)F)nc(NNc2nc(C(C)C)cc(C(F)(F)F)n2)n1 | -24.6% | -1.9%
COc1cccc(C(=O)NC2CC3CCCC(C2)N3Cc2ccc(F)cc2)c1 (stereo not given) | -0.3% | -4.5%

Screening data as filed in PubChem.
